Assay outcomes: PubChem, several laboratories
MEKK2 WT-MEK5: modulators of MEK5 binding to wildtype MEKK2, primary screen, biochemical, multiplex bead flow cytometry, Alexa488-MEK5 | Alexa488-MEK5 binding to MEKK2 WT; actives lie on both sides | binding response (% of control), % at 10 µM | 1.1% of 290,000 active | AID 1531, 2009; in the data active means binding response below about 67% or above about 130%
NS3 helicase inh: inhibitors of HCV NS3 helicase, primary screen, biochemical, Cy5 molecular beacon fluorescence | Hepatitis C virus NS3 helicase | NS3 helicase DNA unwinding | inhibition, % at 10.9 µM | 0.56% of 290,000 active | AID 1800, 2009;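 active means inhibition above the mean of all tested compounds plus 3 SD, set per campaign, cut at about 35% in these data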;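 further: 0% = DMSO wells and 100% = thioflavine S control wells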
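assay system = NS3 helicase fragment of HCV | buffer or medium = MOPS pH 6.5, MgCl2, DTT, Tween20, BSA | timing = 60 min unwinding reaction at 25 °C after ATP addition | signal = Cy5 beacon fluorescence read at start and 1 h | read-out basis = % inhibition of unwinding | control set = low DMSO, high thioflavine S at 110 µM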
MEKK2mut PB1 HTS: MEK5 binding signal on mutant MEKK2 PB1, primary screen, biochemical, multiplex bead flow cytometry, Alexa488-MEK5; Alexa488-MEK5 binding to MEKK2 mutant; percent response, % at 10 µM; 0.35% of 290,000 active; AID 1530, 2009; in the data active means percent response above about 24%, passing the limit was not always enough; further: inactives centre near 1; some results filed as inactive read as strong as hits
CRFR2-BP ag: agonists of CRF-BP/CRF-R2 complex, primary screen, cell-based, HEK293, calcium dye fluorescence, uHTS; CRF-binding protein / CRF receptor 2 complex (human); calcium dye fluorescence (FLIPR); percent of saturating CRF peptide response; activation, % at 13.2 µM; 0.46% of 350,000 active;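 active means activation of at least 50%, plus an integration ratio under a set limit after plate pattern correction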;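 further: plate controls were neutral control wells without compound for no effect and CRF at EC100 for full effect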
GalR3 antag: GalR3 antagonists in HEK293 cells, primary screen, cell-based, fluorescence readout. HEK293 GalR3-CNG cAMP membrane potential fluorescence; galR3 body fused to GalR1 C-terminus. Galanin receptor type 3 (Homo sapiens), O60755. 0.44% of 360,000 active. inhibition, % at 3 µM;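 active means inhibition above the screen-wide average plus 3 SD, cut at about 13% in these data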;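 further: forskolin and galanin both at EC90 stimulate the cells; cAMP rise reported by CNG channel membrane potential dye signal; 0% = forskolin plus galanin with DMSO and 100% = forskolin alone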
Target sequence (O60755 1-299 limits assumed): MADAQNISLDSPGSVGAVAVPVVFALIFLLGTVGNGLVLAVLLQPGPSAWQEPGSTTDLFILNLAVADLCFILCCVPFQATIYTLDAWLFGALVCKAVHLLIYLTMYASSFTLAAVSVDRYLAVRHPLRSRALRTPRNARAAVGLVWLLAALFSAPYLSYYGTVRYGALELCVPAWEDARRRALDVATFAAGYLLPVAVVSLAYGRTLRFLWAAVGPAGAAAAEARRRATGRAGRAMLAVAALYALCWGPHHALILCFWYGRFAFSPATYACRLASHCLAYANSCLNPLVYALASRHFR
DNA FID counter: compounds displacing fluorescent DNA intercalator, primary screen, artefact control for HCV NS3 helicase inhibitor project, biochemical, FID fluorescence | DNA fluorescent intercalator displacement | inhibition, % at 7.9 µM | 0.17% of 290,000 active | AID 1845, 2009; in the data active means inhibition above about 37%;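 further: 0% = vehicle and 100% = reference compound; higher means more ethidium bromide displaced from hairpin DNA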
MEKK3 PB1 HTS: modulators of MEKK3-MEK5 PB1 binding, primary screen, biochemical, wildtype MEKK3, multiplex bead flow cytometry, Alexa488-MEK5 | 1.4% of 290,000 active | bead-based flow cytometry, Alexa488-MEK5 binding to MEKK3; actives lie on both sides; 0 = blocked by unlabeled MEK5, 100 = vehicle | binding response (% of control), % at 10 µM;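 active means binding response more than 3 SD above or below the average of its plate-row segment, actives on both sides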;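 further: Alexa488 bead fluorescence after subtracting the streptavidin-only scavenger bead signal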
Target sequence (Q99759 whole entry, looked up): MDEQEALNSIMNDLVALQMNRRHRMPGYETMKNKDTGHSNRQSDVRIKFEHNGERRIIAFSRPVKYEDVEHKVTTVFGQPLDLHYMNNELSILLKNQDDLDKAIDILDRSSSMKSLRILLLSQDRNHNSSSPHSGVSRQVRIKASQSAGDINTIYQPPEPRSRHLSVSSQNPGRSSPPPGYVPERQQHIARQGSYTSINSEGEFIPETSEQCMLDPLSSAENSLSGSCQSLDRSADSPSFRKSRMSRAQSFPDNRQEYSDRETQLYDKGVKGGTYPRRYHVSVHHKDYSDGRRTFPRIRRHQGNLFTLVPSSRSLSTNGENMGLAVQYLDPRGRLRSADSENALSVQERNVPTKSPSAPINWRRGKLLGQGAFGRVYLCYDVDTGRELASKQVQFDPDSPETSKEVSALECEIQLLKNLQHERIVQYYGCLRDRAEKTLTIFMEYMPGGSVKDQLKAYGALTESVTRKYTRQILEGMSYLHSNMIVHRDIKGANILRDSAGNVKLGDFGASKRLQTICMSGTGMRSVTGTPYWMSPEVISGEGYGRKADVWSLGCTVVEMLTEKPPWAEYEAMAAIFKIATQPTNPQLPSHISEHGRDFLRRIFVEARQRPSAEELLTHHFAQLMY
SUMO HTRF inh: inhibitors of in vitro SUMOylation cascade, primary screen, biochemical, HTRF, uHTS. SUMO-conjugating enzyme UBC9 (Homo sapiens), P63279. HTRF SUMOylation assay, SAE1/SAE2 + UBC9. inhibition, % at 35 µM. 0.36% of 290,000 active. AID 2006, 2009; in the data active means inhibition above about 50%, passing the limit was not always enough; further: strong numbers were not always called active
Target sequence (P63279 whole entry, looked up): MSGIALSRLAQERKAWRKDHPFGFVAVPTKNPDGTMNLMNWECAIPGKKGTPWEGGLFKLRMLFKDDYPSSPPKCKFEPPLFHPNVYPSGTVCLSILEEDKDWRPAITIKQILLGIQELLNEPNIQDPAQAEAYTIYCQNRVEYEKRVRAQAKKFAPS
CRFBP-R2 block: antagonists of CRF-BP/CRF-R2 complex, primary screen, cell-based, HEK293, calcium dye fluorescence, uHTS | CRF-induced calcium fluorescence | inhibition, % at 11.8 µM | 0.59% of 350,000 active | AID 588475, 2011;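 active means inhibition of the ligand-induced calcium signal above about 50% at the single tested concentration, limit read from the data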
Starred values were filed as active, the others as inactive; · = no result given. This is a subset; count on the stated rates, not on these rows.

SMILES | MEKK2 WT-MEK5 | NS3 helicase inh | MEKK2mut PB1 HTS | CRFR2-BP ag | GalR3 antag | DNA FID counter | MEKK3 PB1 HTS | SUMO HTRF inh | CRFBP-R2 block
Cc1cc(NC(=O)CN2CCc3ccccc3C2)nc2c1c(=O)oc1ccccc12 | 97 | 5 | -4 | 1.2 | -3 | 0 | 100 | -4 | 0
O=C(O)c1cccc(N=C2NC(=O)C(CO)(CO)S2)c1 | 111 | 3 | 4 | 0.0 | -4 | 1 | 106 | 27 | 0
CCOc1ccc(/C=N/NC(=O)C(=O)NCc2ccco2)cc1 | 99 | 3 | 34 | -2.7 | -3 | -1 | 102 | 9 | -33
Cc1ccc(NC(=O)CSC(N)=O)cc1Cl | 100 | 3 | -1 | 0.3 | -2 | 1 | 102 | -21 | -16
CCOc1ccccc1NC(=O)NCCC1=CCCCC1 | 104 | 0 | 3 | -0.5 | -5 | -18 | 101 | 12 | -14
CCCc1nnc(NC(=O)Nc2ccc(OC)cc2)s1 | 104 | 14 | 2 | 0.5 | -3 | -11 | 114 | 12 | -20
CC(C)c1ccc(NC(=S)NCc2ccc3c(c2)OCO3)cc1 | 95 | 1 | -1 | 0.4 | 0 | -19 | 103 | -6 | -9
Cc1ccc(S(=O)(=O)c2c[nH]c3cc4c(cc3c2=O)OCO4)cc1 | 93 | -3 | -17 | · | -5 | -6 | 88 | -2 | ·
Cc1nc2oc3c(NCc4ccccc4)ncnc3c2c2c1COC(C)(C)C2 | · | -3 | · | -0.5 | -6 | -7 | · | 18 | 4
COCc1cc(=O)[nH]c(/N=C(\N)Nc2ccccc2C)n1 | 100 | -4 | -4 | -0.3 | 2 | -7 | 93 | 8 | 4
Cc1c(Cl)cccc1Nc1nc(N)nc(CSCCO)n1 | 105 | 27 | 8 | -7.0 | 4 | -13 | 109 | -20 | 8
COc1ccccc1NS(=O)(=O)c1cc(C(=O)NCCC(C)C)ccc1F | 88 | 10 | -3 | 85* | -6 | -16 | 98 | 16 | -87
CC(=O)Nc1ccc(NC(=O)C2CC(=O)Nc3nc4ccccc4n32)cc1 (centres undefined) | 98 | -1 | 1 | 0.1 | -6 | -1 | 106 | 9 | 7
C#Cc1ccc([C@@H]2C=C(C(=O)NCc3ccccc3)O[C@H](OCC)[C@H]2CCCO)cc1 | 100 | -1 | 7 | 11 | -7 | -30 | 106 | 3 | -20
Cc1nnn(-c2nonc2N)c1C(=O)N/N=C/c1ccccc1O | 105 | -1 | 1 | -2.0 | -1 | -3 | 117 | 17 | -10

Looked up by compound from the list above (2):
SMILES | MEKK2 WT-MEK5 | NS3 helicase inh | MEKK2mut PB1 HTS | CRFR2-BP ag | GalR3 antag | DNA FID counter | MEKK3 PB1 HTS | SUMO HTRF inh | CRFBP-R2 block
O=C(O)c1cccc(N=C2NC(=O)C(CO)(CO)S2)c1 | 111 | 3 | 4 | 0.0 | -4 | 1 | 106 | 27 | 0
CC(C)c1ccc(NC(=S)NCc2ccc3c(c2)OCO3)cc1 | 95 | 1 | -1 | 0.4 | 0 | -19 | 103 | -6 | -9

(next part)
SMILES | MEKK2 WT-MEK5 | NS3 helicase inh | MEKK2mut PB1 HTS | CRFR2-BP ag | GalR3 antag | DNA FID counter | MEKK3 PB1 HTS | SUMO HTRF inh | CRFBP-R2 block
CCc1nnc(NC(=O)CCC(=O)N2CCN(Cc3cc(F)ccc3OC)CC2)s1 | · | 10 | · | 0.1 | -1 | -26 | · | 31 | 10
CC1(C)Cc2c(cnn2-c2cccc(F)c2)C(NC(=O)CSc2ccncc2)C1 (centres undefined) | 110 | -7 | 4 | -0.5 | -4 | -23 | 105 | 1 | 3
COc1ccc(S(=O)(=O)N/N=C\c2ccc(OC)c(COc3ccc(C)cc3[N+](=O)[O-])c2)cc1 | 109 | -5 | 2 | 1.4 | -2 | 4 | 119 | 9 | -16
O=C(CN(CC(=O)N1CCOCC1)S(=O)(=O)c1ccc(Br)s1)N1CCOCC1 | · | 17 | · | 0.9 | -1 | 0 | · | · | -5
CN(C)C(=O)Cn1c(SCC(=O)NCc2ccc3c(c2)OCO3)nc2ccccc21 | 109 | 6 | 11 | -0.4 | 6 | -8 | 112 | 22 | 1
COc1ccccc1NC(=O)CSc1ccc2nnc(CCNC(=O)c3ccccc3)n2n1 | 102 | 13 | 0 | 0.5 | -2 | -30 | 97 | -3 | 14
COc1ccc(N(CC(=O)NCCSc2ccccn2)S(C)(=O)=O)cc1 | 98 | 1 | 0 | 1.0 | 1 | -7 | 100 | 5 | -6
Cc1nnsc1C(=O)Nc1cc(Cl)ccc1Cl | 90 | -5 | 5 | -1.6 | -4 | -2 | 117 | -25 | -4
Cc1onc(-c2c(Cl)cccc2Cl)c1C(=O)Nc1ccc2c(c1)OCCO2 | 103 | -6 | 2 | -1.2 | 5 | -12 | 100 | 5 | -9
O=C(NCC1CC1)NC(=O)c1c(F)cccc1Cl | 94 | 1 | -9 | -0.6 | -9 | -4 | 90 | 12 | 9
CC(C)N1CCN(Cc2ccc(Sc3nncn3C)o2)CC1CCO (centres undefined) | 102 | -2 | -1 | 2.9 | 3 | -2 | 101 | 25 | 0
COc1cc2[nH]c(=O)n3nc(-c4ccccc4)nc3c2cc1OC | 99 | 5 | 3 | 3.5 | · | -3 | 102 | 28 | 3
Cc1cc2sc3ccccc3c(=O)c2c(C)c1O | 92 | 7 | -8 | 2.3 | -6 | 0 | 97 | 17 | -20
O=C(CSc1nnnn1Cc1ccccc1)NCCc1ccccc1 | 92 | -3 | 2 | -0.8 | 2 | -8 | 97 | 9 | 1
CCOc1cc(/C=N/NC(=O)Cn2nc([N+](=O)[O-])cc2C)ccc1OCc1ccc(F)cc1 | 106 | -7 | 6 | 7.0 | 0 | 5 | 106 | 35 | -30
CC(C)(C)OC(=O)CC12CCCCC1NC(=O)O2 (centres undefined) | 108 | 20 | 0 | -2.6 | -3 | -5 | 104 | -2 | 1
Cc1ccc(SCc2nn(C)c(Cl)c2C=O)cc1 | 84 | -1 | -15 | -3.1 | -3 | 7 | 90 | 7 | -8
CCOC(=O)c1c(NC(=O)CN2CCOCC2)sc2c1CCCC2 | 99 | -1 | 5 | -1.6 | -6 | -25 | 105 | 10 | -22
CCN(CC)C(=O)CSc1n[nH]c(=O)n1CCc1ccccc1 | 99 | 7 | 0 | -0.3 | -8 | -5 | 101 | 12 | -2
Cc1ccc(-c2c(C(=O)N/N=C/c3ccco3)nnn2-c2nonc2N)cc1 | 108 | 7 | 12 | 2.5 | -1 | -17 | 107 | 17 | -66
CCOC(=O)C1=C(C)Nc2nnnn2C1c1cccnc1 (centres undefined) | 107 | -11 | 13 | -0.7 | -4 | 4 | 104 | -36 | -9
COc1ccc(OC)c(-n2c(SCC(=O)N3CCc4ccccc43)nc3c(c2=O)SCC3)c1 | 95 | -8 | 7 | 1.1 | · | -5 | 101 | -17 | 22
COc1ccc(-c2nnc(SCC(=O)Nc3ncc(C)s3)n2-c2ccccc2)cc1OC | 99 | -7 | 0 | -0.3 | -6 | -40 | 102 | 16 | 5
COc1cccc2cc(C(=O)N3CCCc4ccccc43)oc12 | 112 | -14 | 8 | 1.5 | -2 | -34 | 110 | 1 | 4
CCOCCn1c(-c2ccc(OC)cc2)nc2ccccc21 | 102 | 11 | 9 | -0.8 | -1 | -14 | 103 | -15 | 5
CSc1n[nH]c(=O)n1C1CCCCC1 | 102 | 6 | -1 | 0.1 | -7 | -5 | 101 | -12 | 0
Cc1cccc(C)c1NC(=O)CN(C)C(=O)Cn1c(=O)cnc2ccccc21 | 106 | 20 | 8 | 1.0 | -3 | -6 | 102 | 22 | -9
CCOC(=O)CNC(=O)COc1coc(CN2CCN(c3ccccc3)CC2)cc1=O | 103 | 1 | -4 | 0.2 | -1 | -9 | 102 | -9 | -5
O=[N+]([O-])c1ccc2oc(-c3ccccc3)nc2c1 | 104 | 1 | 0 | 3.2 | -1 | -4 | 107 | 10 | 8
Cc1cccc(-n2c(C)cc(/C=N\NC(=O)c3ccco3)c2C)c1 | 103 | 9 | 2 | 1.7 | 2 | -12 | 102 | 22 | 3
O=C(CCN1CCOCC1)Nc1ccc2c(c1)N(C(=O)CN1CCOCC1)c1ccccc1CC2 | 101 | -10 | 2 | -0.4 | 0 | -3 | 106 | -14 | 13
Cc1sc2nc(C3CC3)nc(SCC(=O)NCc3ccco3)c2c1C | 100 | 0 | 1 | 0.1 | 2 | -9 | 101 | 24 | -3
Cc1ccc(-c2nn3c(C)nnc3s2)cc1NC(=O)C(C)C | 105 | 3 | 4 | -1.0 | -2 | -6 | 105 | -2 | 18
O=C(CCn1cccc1)Nc1ccc(OC(F)(F)F)cc1 | 90 | 1 | -11 | -0.4 | -5 | -11 | 109 | 10 | 29
CCOC(=O)N1CCN(c2ccc(S(=O)(=O)N(Cc3ccccc3)Cc3ccccc3)cn2)CC1 | 98 | -1 | -1 | 4.3 | -5 | 0 | 101 | -2 | 5
CCOC(=O)c1c(NC(=O)CSc2nc3c(c(=O)n(C)c(=O)n3C)n2CC)sc(C)c1C | 94 | · | -1 | -0.2 | -5 | · | 96 | 15 | 18
O=C(Nc1ccc(S(=O)(=O)NCC2CCCO2)cc1)c1ccccc1 (centres undefined) | 107 | -2 | 3 | -0.9 | -9 | -3 | 104 | 15 | 3
CCOc1ccccc1NC(=O)C1CCN(S(=O)(=O)c2c(C)nn(C)c2C)CC1 | 111 | -3 | 9 | 3.3 | · | -16 | 111 | 4 | 24
O=C(Nc1cccs1)Nc1c(F)c(F)cc(F)c1F | 96 | 4 | -2 | 0.8 | -1 | 1 | 95 | 5 | 7
O=C(CSc1n[nH]c(-c2ccccn2)n1)Nc1ccc(F)cc1 | 95 | 7 | -10 | 0.3 | -9 | -11 | 96 | -20 | -3
O=[N+]([O-])c1ccc(Sc2nc3ccccc3o2)c([N+](=O)[O-])c1 | 95 | 4 | 2 | -0.6 | -1 | 7 | 91 | 2 | -9
C/C(N)=C(/C#N)C(=O)CSc1nc2ccccc2c(=O)n1-c1ccccc1C | 95 | -5 | -2 | 0.9 | -7 | -9 | 93 | 11 | -6
CC(C)(C)N1CC(OC(N)=O)C1 | 102 | 3 | 8 | 0.1 | -10 | -2 | 113 | 6 | -11
CCOc1cc(N2CCOCC2)c(OCC)cc1NC(=O)CSc1nccc(C)n1 | 99 | -6 | -5 | 0.8 | -3 | -30 | 107 | 3 | 5
CN1C(=O)CS(=O)c2ccc(C(=O)NC3CC3)cc21 (centres undefined) | 98 | 11 | 0 | -0.8 | -1 | -7 | 99 | -12 | 6

Entries of single compounds, looked up by structure.
Listed for `CN1C(=O)CS(=O)c2ccc(C(=O)NC3CC3)cc21` (centres undefined) → MEKK2 WT-MEK5 = 98; NS3 helicase inh = 11; MEKK2mut PB1 HTS = 0; CRFR2-BP ag = -0.8; GalR3 antag = -1; DNA FID counter = -7; MEKK3 PB1 HTS = 99; SUMO HTRF inh = -12; CRFBP-R2 block = 6
Listed for `O=C(Nc1cccs1)Nc1c(F)c(F)cc(F)c1F` → MEKK2 WT-MEK5 = 96; NS3 helicase inh = 4; MEKK2mut PB1 HTS = -2; CRFR2-BP ag = 0.8; GalR3 antag = -1; DNA FID counter = 1; MEKK3 PB1 HTS = 95; SUMO HTRF inh = 5; CRFBP-R2 block = 7
